Mm-Cpn inhibitor = blocks the Methanococcus maripaludis chaperonin Mm-Cpn | AID 504842 | Potency, µM (series often up to 76.9 µM), inactives show top-dose activity, negative = inhibition, hits mostly inhibitors | actives 0.031% (n = 330,000) | purified Mm-Cpn ATPase, ADP Transcreener TR-FRET; note: potency is the fitted concentration of half-maximal effect; % is set by controls: 0 for no effect and ±100 for the full control effect; nearly all actives have a fitted effect of over 80% in size
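ATPase turnover read by TR-FRET ADP competition (Eu cryptate antibody/ADP-d2, 665/590 nm): 10uM ATP final, 25nM Mm-CPN final, 30 min 37degC after 10-min compound preincubation, pH 7.4 Tris/KCl/MgCl2/DTT buffer.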
EPAC2 ag = EPAC2 (human) agonism | Potency, µM (series often up to 154 µM), inactives show at the top dose activation, usual class: activators | actives 0.079% (n = 360,000) | EPAC2 activation, biochemical qHTS; response scale: 100% = 6.5 mM cAMP response; note: potency is the fitted concentration of half-maximal effect; nearly all actives have a fitted effect of over 50% in size
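Exchange assay: 100 nM EPAC2 with 250 nM Rap1B-BODIPY-GDP and 50 uM GDP. Fluorescence (ex 480/em 540 nm) read every 5 min for 30 min at room temperature. Data normalized to 6.5 mM cAMP as agonist control.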
EPAC2 antag = antagonists of human EPAC2 | Q8WZA2 | EPAC2 GEF exchange of Rap1B-BODIPY-GDP, fluorescence | Potency, µM (doses to about 114 µM), inactives show at the highest dose activity, negative = inhibition, most hits filed as inhibitors | actives 0.18% (n = 360,000) | AID 720708; note: potency is the fitted concentration of half-maximal effect; % is set by controls: 0 for no effect and ±100 for the full control effect; nearly all actives have a fitted effect of over 45% in size; many of its hits are not listed in these tables
Akt phos inh = inhibitors of Akt phosphorylation; Neuro2A IGF-stimulated pAkt S473 HTRF, 20 min; hits give low values; actives 0.32% (n = 360,000); AID 651550; activity change, % for hits at 50 µM; in the data active = activity change below about -80%; inconclusive = mostly about -51% to -80%; note: % is set by controls: 0 for no effect and ±100 for the full control effect
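Neuro2A cells in DMEM with 0.5% FBS, overnight at 37 deg C, given compound at single 50 µM final, then IGF (6 nM final) for 20 min at 37 deg C. Lysed; phospho-Akt Ser473 by HTRF after 24 h, 665/615 ratio.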
D3 ag = agonists of human D3 dopamine receptor; P35462; D3R DiscoveRx beta-arrestin cells, luminescence, 90 min; max activation, %; actives 0.58% (n = 410,000); AID 652048; in the data active = max activation above about 30%; note: 0% is about no effect; mostly tested at two doses, the higher about 12 µM
Target sequence (P35462 whole entry, looked up): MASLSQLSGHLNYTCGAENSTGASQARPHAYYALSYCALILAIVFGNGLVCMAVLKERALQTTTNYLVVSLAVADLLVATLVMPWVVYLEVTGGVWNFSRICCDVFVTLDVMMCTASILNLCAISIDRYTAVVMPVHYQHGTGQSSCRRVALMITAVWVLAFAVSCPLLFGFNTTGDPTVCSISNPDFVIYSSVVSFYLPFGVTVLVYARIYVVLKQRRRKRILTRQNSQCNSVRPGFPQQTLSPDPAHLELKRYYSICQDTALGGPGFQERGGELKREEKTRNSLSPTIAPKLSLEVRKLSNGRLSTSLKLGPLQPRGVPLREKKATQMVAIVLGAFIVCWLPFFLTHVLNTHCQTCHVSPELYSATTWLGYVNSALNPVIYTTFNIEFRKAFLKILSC
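Cells at 1500/well, incubated overnight, then treated with pinned compounds (dopamine as control) for 90 min at 37 degrees C. DiscoveRx reagent added for 30 - 60 minutes at room temperature; luminescence read.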
D3 antag = blocks the human D3 dopamine receptor. actives 2.5% (n = 360,000). AID 652054. P35462. D3R cells, DiscoveRx beta-arrestin luminescence, antagonist mode; hits give low values. max response, negative = inhibition, %; in the data active = max response below about -50%; inconclusive = no clear call, values can overlap the other calls; note: % is set by controls: 0 for no effect and ±100 for the full control effect; mostly tested at two doses, the higher about 12 µM
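Cells plated overnight at 1500 cells/well, then exposed to library compounds with dopamine controls for 90 minutes at 37 degrees C. DiscoveRx reagent added for 30–60 minutes at room temperature; luminescence read, quantitative HTS format.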
CCT chaperon mod = modulators of cytosolic chaperonin (CCT/TRiC) activity; AID 651819; purified chaperonin ATPase assay, HTRF ADP detection, 30 min; activity change, % (concentration not given with the values), hits read low; actives 0.3% (n = 360,000); in the data active = activity change below about -30%; note: % is set by controls: 0 for no effect and ±100 for the full control effect
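TRiC at 40 or 20 nM final (batch-dependent) in 30 mM Tris pH 7.4, 100 mM KCl, 5 mM MgCl2, 1 mM DTT, with compound at single 76 uM and 10 uM ATP, 30 min at 37 deg C. ADP detected by HTRF Transcreener, 665/615 ratio.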
PTHR1 ag = PTHR1 (human) receptor agonism. Potency, µM (series often up to 115 µM), without a hit: at the highest dose activation, actives largely listed as activators. Q03431. HEK293 GP2 PTHR1 cells, GloSensor cAMP luminescence, 1 h. actives 0.075% (n = 410,000); note: potency is the fitted concentration of half-maximal effect; nearly all actives have a fitted effect of over 55% in size; some results filed as inactive show a strong effect at the top dose; inactives centre near -15; many of its hits are not listed in these tables
Target sequence (Q03431 whole entry, looked up): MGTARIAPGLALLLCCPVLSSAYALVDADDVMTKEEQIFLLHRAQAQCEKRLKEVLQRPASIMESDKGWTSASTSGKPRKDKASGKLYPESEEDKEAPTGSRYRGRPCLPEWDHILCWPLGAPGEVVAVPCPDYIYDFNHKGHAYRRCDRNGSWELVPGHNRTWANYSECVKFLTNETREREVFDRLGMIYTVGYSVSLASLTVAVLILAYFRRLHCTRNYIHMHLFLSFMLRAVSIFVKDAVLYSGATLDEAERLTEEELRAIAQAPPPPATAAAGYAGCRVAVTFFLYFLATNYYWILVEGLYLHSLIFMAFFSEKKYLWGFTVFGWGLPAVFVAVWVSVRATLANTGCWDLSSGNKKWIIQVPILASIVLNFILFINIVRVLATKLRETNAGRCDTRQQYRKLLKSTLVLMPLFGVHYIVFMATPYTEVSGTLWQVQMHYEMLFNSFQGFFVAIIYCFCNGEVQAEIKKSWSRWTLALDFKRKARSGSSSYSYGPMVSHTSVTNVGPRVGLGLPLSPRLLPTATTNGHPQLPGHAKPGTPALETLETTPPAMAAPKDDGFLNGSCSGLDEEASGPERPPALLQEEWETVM
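HEK-293-derived GP2 cells expressing PTHR1 and a GloSensor cAMP reporter, 3,000/well, plated overnight, given luciferin plus IBMX (each 0.5 mM as added) for 1 h at 37 °C, then compound for 1 h at 37 °C. Luminescence was read after 15 min at room temperature.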
Starred values were filed as active, the others as inactive; i = inactive; u = inconclusive; x = not tested or not shown; & = joins results of further samples; [ ] = remark or other dose. Unless noted, calls come from the whole dose curve; as a rule, active = well fitted curve in the direction sought with a large enough effect; inconclusive = small, poorly fitted or top-dose-only effect, or another doubt; inactive = no such curve, though single readings can be large; an effect the other way counts as inactive or inconclusive. A portion of the library; the hit share may differ from the screen's.

SMILES | Mm-Cpn inhibitor | EPAC2 ag | EPAC2 antag | Akt phos inh | D3 ag | D3 antag | CCT chaperon mod | PTHR1 ag
CC1([N+](=O)[O-])COP(=O)(NC2CC2)OC1 (configuration not stated) | x | 6% | -2% | i | 1 | -2 | -0.4 | -21%
Cc1ccc(S(=O)(=O)N2Cc3cc(-c4ccccc4)ccc3-n3nncc3C2)cc1 | x | 8% | 5% | i | 1 | 8 | -0.5 | -18%
CC(C)n1c(O)c(C2c3cc(Cl)ccc3Oc3[nH]c(=O)n(C(C)C)c(=O)c32)c(=O)[nH]c1=O (configuration not stated) | -4% | 10% | -14% | i | 5 | -6 | 0.0 | -29%
COC(=O)C1=C(c2ccccc2)C[C@@H]2CC[C@H]1N2C(=O)NCCCOC(C)C | x | 10% | 0% | i | 8 | 0 | 0.8 | -20%
COC(=O)C1=C(c2cccc(OC)c2OC)C[C@@H]2CC[C@H]1N2C(=O)N1CCOCC1 | x | -7% | -7% | i | -3 | 5 | 1.0 | -14%
CCn1c(C)c(C(=O)O)c2cc(OC)ccc21 | -4% | 11% | 8% | i | 0 | -3 | -5.1 | i
CCN(CC)P(=O)(c1n(CC)cc[n+]1CC)N(CC)CC | 1% | 5% | -8% | i | 0 | -10 | 0.6 | 3%
O=P(N1CCCCC1)(N1CCCCC1)C(Cl)(Cl)Cl | 2% | -2% | 6% | x | -2 | -4 | -0.8 | i
CC(=NCc1cccnc1)c1c(O)n(Cc2ccccc2)c(=O)[nH]c1=O | 0% | 2% | 11% | i | 2 | 2 | 1.7 | i
CC(C)CCNC(=O)c1cc(C(=O)c2cc(F)ccc2O)cn(CCC(C)C)c1=O | 1% | -3% | -3% | i | 2 | 12 | -6.8 | i
CCOCCN1CCN(c2nnc3n2-c2ccc(Cl)cc2C(c2ccccc2Cl)=NC3)CC1 | 0% | 17% | 16% | i | -13 | -18 | -0.7 | i
Cc1ccccc1NC(=O)c1cc(-c2ccccc2)n(CCCN2CCOCC2)c1C | 1% | -3% | 3% | i | -12 | 12 | 2.1 | i
CCOc1ccc(N)cc1 | x | 3% | 4% | i | 1 | 1 | 0.1 | -11%
COc1ccc(CCNCc2ccc(OC)c(OC)c2OC)cc1 | 1% | 2% | 7% | i | -21 | -11 | 4.1 | -4%[57.5 µM]
CCOC(=O)C1(CCc2ccccc2)CCN(Cc2ccco2)CC1 | 0% | 1% | -15% | i | -22 | u | -6.2 | -24%
BrCC(Br)(Br)Br | 7% | 3% | -12% | i | 23 | 18 | 2.1 | i
COc1ccc(OC(=O)N(C)C[C@H]2OCc3cnnn3CCCC(=O)N([C@H](C)CO)C[C@H]2C)cc1 | x | 1% | 0% | i | -2 | -13 | -1.5 | -19%
COc1nc(NC(C)C)nc(NC(C)C)n1 | 1% | 0% | 9% | i | 6 | -9 | -1.3 | i
CN(C)CCN=Cc1c(O)n(-c2cccc3ccccc23)c(=O)[nH]c1=O | 0% | 4% | 4% | i | 5 | 29 | 0.9 | i
CN(C)C(Cc1ccc(C#N)cc1)C(=O)c1ccccc1 (configuration not stated) | 2% | 5% | 10% | i | -15 | u | -3.3 | i
O=C(c1cccc(C(F)(F)F)c1)N1C[C@H]2C[C@@H](C1)c1cccc(=O)n1C2 | 1% | 2% | -7% | i | 5 | 16 | -0.9 | -1%
O=C1/C(=C/c2ccccc2)C[C@@]2(O)[C@H]3Cc4ccc(O)c5c4[C@@]2(CCN3CC2CC2)C1O5 (some centres not stated) | -2% | 26% | 8% | x | -45 | -4 | -1.6 | -95%[inhibitor]
O=C(COc1ccc(Cl)cc1)N1CCN(Cc2ccc([N+](=O)[O-])cc2)CC1 | -3% | 1% | -9% | i | 3 | -1 | -0.4 | -4%
Nc1ccc(-c2ccccc2)cc1 | x | 3% | 13% | i | 4 | -3 | -52* | -11%
c1ccc(CN2Cc3ccccc3-n3nncc3C2)cc1 | x | 5% | -13% | i | 10 | 11 | -0.9 | -58%[inhibitor]
CC/C(=N\Nc1ccccc1)c1c(O)n(-c2ccccc2)c(=O)[nH]c1=O | -3% | 10% | 4% | i | 3 | 13 | 1.1 | -39%
COc1ccc2c3c1OC1C(O)C=CC4C(C2)[N+](C)(C)CCC341 (configuration not stated) | 1% | 1% | 2% | i | 4 | 9 | -4.5 | i
Cc1c(O)ccc(C(=O)CN2CC(C)OC(C)C2)c1O (configuration not stated) | -4% | 5% | 5% | i | -2 | 5 | -1.4 | -2%
COC(=O)C1=C(c2ccc(Cl)c(C(F)(F)F)c2)C[C@@H]2CC[C@H]1N2C(=O)NCCO | 1% | -2% | -11% | i | -11 | -12 | -1.0 | i
N#Cc1c(/N=C/c2ccc(O)cc2O)sc2c1C1CCN2CC1 | -2% | -36%[inhibitor] | 8% | i | -7 | -16 | -0.2 | -22%
Cc1ccc(C(=O)C2CN3CCC2CC3)cc1 (configuration not stated) | 0% | 8% | 24% | i | 1 | 5 | -2.6 | -9%[57.5 µM]
Cc1ccc2c(c1)CC1(CN2C)C(=O)NC(=O)N(C(C)C)C1=O (configuration not stated) | -1% | 4% | 13% | i | 0 | -4 | 0.3 | i
COC(=O)C1=C(c2ccccc2)C[C@@H]2CC[C@H]1N2C(=O)NCc1ccc(F)cc1 | x | -1% | 4% | i | 5 | 0 | -0.5 | -4%
COc1cccc(C(c2nnnn2-c2ccc3c(c2)OCCO3)N2CCC(n3c(=O)[nH]c4ccccc43)CC2)c1OC (configuration not stated) | x | 9% | 4% | i | 3 | 23 | -2.5 | -21%
Cc1ccc2c(c1)CNc1ccccc1O2 | 1% | -4% | 12%[57.1 µM] | i | 4 | 28 | -0.1 | -10%[57.5 µM]
CCCCCCN=Cc1c(O)n(C)c(=O)n(C)c1=O | 1% | -2% | -4% | i | 3 | 14 | -0.1 | i
Cc1cccc(N=Cc2c(O)n(C)c(=O)n(C)c2=O)c1 | 1% | -1% | 1% | i | -2 | 12 | -3.3 | i
O=c1c2ccccc2nc(CNCC2CCCO2)n1-c1ccc(F)cc1 (configuration not stated) | 2% | -1% | 1% | i | 13 | 2 | 1.2 | i
CCCCc1ccc(C(=O)O)nc1 | -1% | -4% | 14% | i | -42&-11 | u | -0.8 | -11%
CC(N=Cc1c(O)n(C2CC2)c(=S)[nH]c1=O)c1ccccc1 (configuration not stated) | 0% | 5% | -1% | i | 14 | -10 | 0.4 | i
COC(=O)C1=C(c2ccccc2)C[C@@H]2CC[C@H]1N2C(=O)NC(C)C | x | 5% | 9% | i | -11 | 0 | -2.7 | -17%
Cc1cc(N2C(=O)C3CCCN3C2c2ccccc2)no1 (configuration not stated) | -1% | 10% | 8% | i | 1 | -11 | -0.4 | u
CCOP(=O)(OCC)C(NC(=O)C(C)C)C(Cl)(Cl)Cl (configuration not stated) | 0% | 2% | 14% | i | 2 | 2 | -1.3 | -5%[57.5 µM]
C=CCn1c(O)c(C(CC)=Nc2cccc(C(F)(F)F)c2)c(=O)[nH]c1=O | 1% | 1% | 0% | i | -6 | 6 | 0.6 | -27%
CCOC(=O)C1CCN(C=C2C(=O)N(C)C(=S)N(C)C2=O)CC1 | -2% | -2% | 19% | i | -7 | -10 | -1.8 | i
CC12CCC3C(CC=C4CC(O)CCC43C)C1C/C(=C\c1cccc(F)c1)C2=O (configuration not stated) | 1%[15.4 µM] | 5% | 10% | i | 5 | 4 | -2.2 | -49%
Cn1c(O)c(C=NC2C(=O)C3(C)CCC2C3(C)C)c(=O)n(C)c1=O (configuration not stated) | -2% | 9% | 8% | i | 0 | 0 | -4.9 | -1%
CCOC(=O)C1=C(C)N(C)C2(C)CC1c1ccccc1O2 (configuration not stated) | 1% | 12% | 10% | i | -11 | u | -1.7 | -24%[57.5 µM]
N/C(=N\N=C/c1ccc(-c2ccc(O)c(C(=O)O)c2)o1)N[N+](=O)[O-] | -9% | -2% | u | i | 4 | -10 | 0.2 | i
CC(=O)OC1CC[C@@]2(C)C(=CC(=O)C3C4CCC(OC(C)=O)[C@@]4(C)CCC32)C1 (some centres not stated) | x | 0% | 5% | i | -25 | -23 | -0.4 | u

Later entries
SMILES | Mm-Cpn inhibitor | EPAC2 ag | EPAC2 antag | Akt phos inh | D3 ag | D3 antag | CCT chaperon mod | PTHR1 ag
CN(C)C(=O)Oc1ccc(Br)cc1C(=O)Nc1ccc(F)c(Cl)c1 | 1% | 12% | 1% | i | 7 | -1 | -1.0 | -2%
CCOC(=O)C1CCCN(c2ccc([N+](=O)[O-])c3nonc23)C1 (configuration not stated) | -3% | 100µM* | 118%[activator] | i | 4 | -10 | 1.2 | -23%
O=C(Nc1ccccc1)c1c(O)[nH]c(=O)[nH]c1=O | x | 6% | 3% | i | -7 | -24 | -2.0 | i
CCCC(=O)c1ccc(CP(=O)(OCC)OCC)o1 | -2% | 9% | 7% | i | 8 | 12 | -0.4 | -5%
CCCCSP1(=S)NCCCN1 | 1% | 6% | 3% | i | 12 | 16 | -3.6 | 0%[57.5 µM]
CC(C)CN1Cc2ccccc2-n2nncc2C1 | x | -1% | 2% | i | -2 | -17 | -11 | -11%
CCCN1CCC(NC2CCC(O)CC2)CC1 (configuration not stated) | -2% | -3% | 10% | i | 3 | -4 | 0.7 | i
CC#CP(=O)(OCC)C(O)(c1ccccc1)C(F)(F)F (configuration not stated) | 0% | -4% | -1% | i | 3 | 13 | 1.1 | i
C=CCc1ccc(OC)cc1 | 0% | 1% | 2% | i | -8 | -15 | 0.4 | -12%
CCCC12CN3CN(C1)CC(CCC)(C3)C2O (configuration not stated) | -1% | 2% | 14% | i | 1 | 11 | 1.8 | i
CC(C)c1ccc(C(=O)N2CCCC(c3cc(C(=O)Nc4ccccc4Cl)no3)C2)cc1 (configuration not stated) | x | 3% | -9% | i | 2 | 25 | 1.8 | -77%[inhibitor]

High-throughput results (PubChem)
